# Screening results as filed in PubChem BioAssay.
# ERAP1 inh: ERAP1 (human) enzyme inhibition; Q9NZ08; recombinant ERAP1, Leu-AMC fluorescence, 60 min; inhibition, % at 10.7 µM; 340,000 tested, 0.15% active;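 active = mean replicate inhibition of at least 30%, or all replicates individually reaching that 30% level; inactive = mean below 30% and not every replicate reaching it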;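 also: 0% = neutral control wells and 100% = L-leucinethiol positive control wells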
# Target sequence (Q9NZ08 whole entry, looked up): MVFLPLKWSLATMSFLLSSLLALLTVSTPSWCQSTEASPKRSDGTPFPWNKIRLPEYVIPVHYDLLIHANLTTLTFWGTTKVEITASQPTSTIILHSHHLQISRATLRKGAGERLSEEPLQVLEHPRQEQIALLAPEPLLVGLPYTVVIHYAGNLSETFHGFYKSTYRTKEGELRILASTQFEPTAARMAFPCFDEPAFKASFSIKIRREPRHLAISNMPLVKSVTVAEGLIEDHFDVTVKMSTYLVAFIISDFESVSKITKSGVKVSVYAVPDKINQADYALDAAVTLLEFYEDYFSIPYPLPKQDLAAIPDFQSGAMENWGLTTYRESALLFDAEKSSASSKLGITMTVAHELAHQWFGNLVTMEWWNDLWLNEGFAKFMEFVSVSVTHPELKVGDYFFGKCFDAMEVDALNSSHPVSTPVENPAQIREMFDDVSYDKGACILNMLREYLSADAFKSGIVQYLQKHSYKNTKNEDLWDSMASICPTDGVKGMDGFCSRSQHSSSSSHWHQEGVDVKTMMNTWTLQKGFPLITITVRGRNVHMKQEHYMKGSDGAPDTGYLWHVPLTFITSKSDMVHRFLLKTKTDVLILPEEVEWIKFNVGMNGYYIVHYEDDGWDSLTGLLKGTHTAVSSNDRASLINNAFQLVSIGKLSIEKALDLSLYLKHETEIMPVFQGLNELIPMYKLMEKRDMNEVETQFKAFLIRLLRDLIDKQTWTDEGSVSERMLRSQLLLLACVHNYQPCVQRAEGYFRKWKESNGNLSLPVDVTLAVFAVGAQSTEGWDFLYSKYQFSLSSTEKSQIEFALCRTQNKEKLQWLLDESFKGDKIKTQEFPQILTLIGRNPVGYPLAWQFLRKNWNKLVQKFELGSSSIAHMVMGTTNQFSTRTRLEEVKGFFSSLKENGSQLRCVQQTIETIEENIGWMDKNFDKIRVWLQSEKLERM
# RAD54 branch: inhibitors of human RAD54 branch migration. RAD54 Holliday junction branch migration, FAM/BHQ fluorescence. AID 602329. 360,000 tested, 0.14% active. inhibition, % at 10.4 µM;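 active = mean normalized replicate activity at least 40 and at least half of replicates scoring 40 or more; inconclusive = only one of the two criteria met; inactive = mean below 40 and under half of replicates reaching 40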;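 also: 0% = median of neutral control wells and 100% = median of positive control wells; inhibitors cause a drop in the FAM fluorescence signal; in these data hits start at about 50%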
# esBAF inh: SWI/SNF esBAF complex inhibition; mouse ES cells, Bmi1-luciferase knock-in reporter, 24 h; 100% = twice the neutral-well signal; reporter increase, % at 12.5 µM; 350,000 tested, 2% active; in the data active = activation above about 40%; inconclusive = no clear call, values can overlap the other calls;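 also: 0% = median of the plate's neutral control wells and 100% = double that signal; a rise in the Bmi1 reporter signal indicates esBAF inhibition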
# S100A4 inh HTS: blocks human S100A4 binding to myosin IIA peptide; P26447; S100A4/TAMRA-MyoIIA peptide fluorescence polarization; inhibition, % at 10.7 µM; 360,000 tested, 0.14% active;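 active = mean inhibition of at least 70% across replicates, with every replicate also reaching that level; inconclusive = mean inhibition reaches 70% but some replicates fall short; inactive = mean inhibition below 70%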
# Target sequence (P26447 whole entry, looked up): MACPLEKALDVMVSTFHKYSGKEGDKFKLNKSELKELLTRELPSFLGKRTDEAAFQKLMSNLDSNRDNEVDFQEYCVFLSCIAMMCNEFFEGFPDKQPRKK
#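 Material: human S100A4 monomer with TAMRA-labelled myosin IIA peptide; buffer or medium: HEPES pH 7.2 with CaCl2, KCl, NaCl, DTT, Triton; compound dosing: one concentration per compound; schedule: 5 min incubation before reading; benchmarks: neutral control DMSO, positive control TFP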
# E-sel inducer: E-selectin induction on HUVECs; P16581; HUVEC E-selectin immunofluorescence imaging; normalized: neutral wells 0, TNF-alpha wells 100; activation, % at 7.58 µM; 260,000 tested, 0.37% active;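 active = mean E-selectin-positive cell signal at least 10% of the positive control, reached in at least 60% of replicates, without over 20% cell loss; inconclusive = no rule given, readout overlaps actives, possibly toxicity-flagged; inactive = the rest, including those meeting only one limit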;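 also: in these data hits start at about 27%; measured in HUVEC primary endothelial cells; signal is the percent of cells scored E-selectin positive by PE staining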
#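 Test system: HUVEC | Signal: Immunofluorescence imaging | Read-out: Percent E-selectin-positive cells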
# RAD52 anneal inh: blocks human RAD52 DNA annealing | P43351 | recombinant RAD52 DNA annealing, FRET fluorescence | inhibition, % at 18.7 µM | 360,000 tested, 0.46% active | AID 651710;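 active = every replicate showing at least 50% inhibition; inconclusive = mean inhibition at least 50% but not in every replicate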
# Xi reactivation: activators of X-chromosome reactivation in mouse fibroblasts. AID 743238. XiGFP mouse fibroblasts, % GFP-positive cells imaging, 3 d; cells co-treated with 5-aza-dC sensitizer; scaled so ellipticine positive control = 100%. activation, % at 7.58 µM. 360,000 tested, 0.055% active;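 active = mean normalized replicate activation at least 10% and every replicate at or above 10%; inconclusive = only one of the two criteria met; inactive = mean below 10% and not all replicates reach 10%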;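 also: 0% = median of on-plate neutral control wells and 100% = ellipticine 6 µM median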
#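 Schedule: 3 d treatment, 15 min room-temperature fixation; system: 68-5-11 XiGFP fibroblast line; buffer or medium: DMEM plus 5-aza-dC sensitizer; control set: ellipticine 6 µM positive control; compound: one concentration, pinned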
# ERp5 inh: ERp5 (human) disulfide isomerase inhibition; Q15084; ERp5 insulin aggregation, absorbance 650 nm, 90 min; inhibition, % at 9.99 µM; 350,000 tested, 0.05% active; AID 651711;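 active = mean replicate inhibition above about 25%, with every replicate also reaching it, limit read from the data, passing the limit was not always enough; inconclusive = only one of those two criteria met; inactive = neither criterion met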
# * hit, by the source's call; ? = inconclusive; . = no result given.
SMILES,ERAP1 inh,RAD54 branch,esBAF inh,S100A4 inh HTS,E-sel inducer,RAD52 anneal inh,Xi reactivation,ERp5 inh
O=C(CCC1N=C2c3ccccc3N=C(SCC(=O)NCc3ccco3)N2C1=O)NCc1ccco1 (configuration not stated),-1,-1,.,-1,?,-25,-0.1,0
COc1cc(Br)cc(CNc2ccc(F)c([N+](=O)[O-])c2)c1O,4,.,.,2,.,2,0.5,-5
C[C@@H]1CN([C@@H](C)CO)C(=O)Cc2cc(NC(=O)C3CCCCC3)ccc2O[C@H]1CN(C)C(=O)Nc1ccc2c(c1)OCO2,-2,-2,2,-6,-2.8,14,0.2,-1
O=C(CCCn1nnc2ccccc2c1=O)N[C@H](C(=O)O)c1ccccc1,.,.,-2,2,1.4,-10,-0.1,2
Oc1cccc(C(=S)N2CCCCC2)c1,4,.,.,-2,.,-4,0.0,-3
COc1ccc(/C=N/NC(=O)CCn2cnc(-c3ccccc3)c2-c2ccccc2)cc1OC,-1,.,-10,-1,0.8,-7,0.2,-1
Cc1ccc(S(=O)(=O)N2CCN(C(=O)c3cccc(-n4cccc4)c3)CC2)cc1,0,-5,-2,3,-0.2,-12,0.0,-3
COC(=O)c1ccc(COC(=O)c2cnc(Cl)c(Cl)c2)cc1,2,-6,30,2,.,-5,0.2,3
CC(Oc1ccccc1F)C(=O)NNC(=O)C1CC(=O)N(c2ccc3c(c2)OCCO3)C1 (configuration not stated),0,-6,-3,1,-0.7,-12,-0.7,6
COc1ccc(-n2nc(C(=O)NCC(=O)N3CCCCCC3)c3ccccc3c2=O)c(OC)c1,-3,-2,30,-4,0.0,-14,0.2,2
CC1(C(=O)Nc2ccc(F)c(Cl)c2)Cc2c(-c3cccc(C(N)=O)c3)ccnc2O1 (configuration not stated),-4,1,2,-5,0.6,3,0.1,8
Cc1noc(C)c1NC(=O)Nc1cccc2c1O[C@H](CN(C)C(=O)NC(C)C)[C@@H](C)CN([C@@H](C)CO)C2=O,0,5,2,48,-0.4,-5,-0.4,7
CS(=O)(=O)c1ccc(CNC(=O)C2(C(F)(F)F)C/C(=C\Cc3ccccc3)CCCO2)cc1 (configuration not stated),-5,-20,-7,3,0.0,-17,0.0,-2
NC(=O)N=Nc1c2[nH]c3ccccc3nc-2c2ccccc12,-2,?,.,0,.,-11,-0.1,0
COc1ccc(OC)c(C(=O)COC(=O)COc2ccccc2F)c1,2,.,.,-10,5.9,-7,0.2,0
Cc1cc(NC(=O)c2ccccc2Cl)n(C(C)(C)C)n1,1,-14,.,-6,.,-10,0.1,-3
Cc1ccnc(NC(c2cccnc2)c2ccc3cccnc3c2O)c1 (configuration not stated),2,.,.,3,-2.0,1,0.0,4
COc1ccc([C@@H]2CC=C(C(=O)O)[C@H](c3ccc(Cl)cc3)N2S(=O)(=O)c2ccc(Cl)cc2)cc1,-1,-1,-7,-3,0.0,-8,-0.1,5
CC(=O)N(C)C[C@@H]1Oc2cc(C3=CCCC3)ccc2S(=O)(=O)N([C@H](C)CO)C[C@@H]1C,1,-10,-2,10,0.1,-3,0.2,0
CC(C)C[C@H]1COCn2nncc2CC[C@@H](Cc2ccccc2)C(=O)N1,2,.,.,-3,-0.1,14,0.1,-3
CCOC(=O)Cc1csc(NS(=O)(=O)c2ccc(Cl)cc2)n1,1,.,.,-6,.,-25,-0.1,4
Cc1ccc(NC(=O)Cn2nnc(C(=O)NCc3ccc4c(c3)OCO4)c2N)cc1,1,4,-2,-3,.,-14,0.0,-2
CCS(=O)(=O)NCC[C@H]1CC[C@H](NC(=O)C2CCC2)[C@@H](CO)O1,4,1,3,3,-0.3,-6,-0.1,2
CC(=O)Oc1c(C)c2c3c(c1OC(C)=O)[C@@H](C)CC[C@@H]3[C@@H](C)C[C@H]2C=C(C)C,.,1,1,6,0.2,-20,0.0,1
COc1cc(NC(=O)CSc2ccc(-c3ccco3)nn2)cc(OC)c1,5,-2,1,-20,.,-8,0.0,-1
Cc1ccc(Cl)cc1N1CCN(C(=O)Cc2ccc(-n3c(=O)[nH]c4ccsc4c3=O)cc2)CC1,0,.,.,9,0.1,-16,0.2,-1
CC(=O)Oc1ccc(Nc2ccccc2)cc1,-2,.,.,9,.,3,0.1,-1
Cc1ccccc1Cn1c(=O)c2c(nc3n2CCN3Cc2ccco2)n(C)c1=O,1,.,.,-4,0.8,0,0.3,-1
Cc1noc(C)c1S(=O)(=O)Nc1ccc2c(c1)C(=O)N([C@H](C)CO)C[C@H](C)[C@@H](CN(C)C(=O)Nc1ccc(F)cc1)OCCCC[C@@H](C)O2,-2,6,-3,-7,-0.1,0,0.0,-1
CCCCNc1nc2c(S(=O)(=O)c3ccccc3)nnn2c2ccccc12,-1,-19,-1,2,0.1,-10,-0.1,10
C=C1[C@@H](C)CN[C@@H]1CCO,-1,.,.,2,0.0,-12,-0.2,0
Cc1c(C(=O)NCc2ccccc2C(F)(F)F)sc(=O)n1Cc1ccc(S(=O)(=O)N(C)C)cc1,.,-12,-16,-9,.,-15,0.1,2
O=[N+]([O-])c1cc(C(F)(F)F)ccc1N1CCC(O)CC1,7,.,.,14,.,-4,0.1,1
Cc1ccc(S(=O)(=O)N2CCCCC2)cc1C(=O)N1CCCC1,-2,1,-5,-5,-0.1,4,-0.1,-1
CC(C)NC(=O)N[C@@H]1CC[C@@H](CC(=O)NCc2ccc(Oc3ccccc3)cc2)O[C@H]1CO,-3,5,1,7,-0.5,7,-0.3,2
COc1ccc(S(=O)(=O)NCC(c2cccnc2)N2CCN(Cc3ccccc3)CC2)cc1C (configuration not stated),-1,-9,11,?,-0.3,-48,0.6,-2
CCCCCCCCCCCC(=O)NC(C(=O)O)C(O)c1ccccc1 (configuration not stated),20,-4,-4,-1,.,-13,0.5,-4
CC(C)C(=O)Nc1ccc(C(=O)Nc2ccc(Br)cc2F)cc1,1,.,.,-5,-0.7,3,0.0,3
Cc1ccc(C)c(OCCC(=O)OCC(=O)c2c(N)n(C)c(=O)n(C)c2=O)c1,-3,.,.,0,0.0,-11,0.0,-7
CCCC(=O)N(Cc1cc2cccc(C)c2[nH]c1=O)c1ccccc1OC,1,14,-1,-6,.,-17,.,1
Cn1c(=O)n(C)c2cc(S(=O)(=O)N3CCN(c4ccccc4)CC3)ccc21,6,-14,.,24,.,-1,-0.7,?
COc1ccc(CNC(=O)COC(=O)c2cc(C)oc2C)cc1,-3,12,1,0,0.1,-22,-0.1,2
CCOC(=O)C1CCCN(C(=O)c2ccc(CS(=O)(=O)c3ccc(Br)cc3)o2)C1 (configuration not stated),.,-13,-6,0,.,-19,0.1,2
CO[C@H]1CN(C)C(=O)c2ccc(NC(=O)C3CC3)cc2OC[C@H](C)N(Cc2cccnc2)C[C@H]1C,2,-18,0,1,0.0,2,0.0,0
COc1cc(C(=O)Oc2ccc(Br)cc2C(=S)N2CCOCC2)cc(OC)c1OC,5,-5,0,-2,0.2,-13,0.4,-2
O=C(c1ccco1)N(Cc1cccnc1)C(c1ccccc1)c1nc2ccccc2[nH]1 (configuration not stated),.,-5,33,-7,0.4,-16,0.3,5
CCCCCCCCN1C(=O)[C@@H](CC(=O)N2CCC(c3ccccc3)CC2)C[C@@]2(C(=O)OC)C1=C[C@H](C(C)(C)C)O[C@@H]2C,1,.,.,5,0.0,7,0.0,-2
CC(=O)C1CCC2C(CCC3=CC(=O)CCC32)C1 (configuration not stated),2,0,-5,0,3.3,0,0.4,2
Cc1ccc(CNC(=O)CN2C(=O)NC3(CC(C)CC(C)(C)C3)C2=O)cc1 (configuration not stated),1,-1,1,1,.,-6,0.4,-7
CCOC(=O)/C(=C/c1ccc(OC(=O)c2ccncc2)cc1)C(C)=O,-2,.,.,-3,.,0,0.0,5

# Among those listed so far, 3 have a COOH group:
SMILES,ERAP1 inh,RAD54 branch,esBAF inh,S100A4 inh HTS,E-sel inducer,RAD52 anneal inh,Xi reactivation,ERp5 inh
O=C(CCCn1nnc2ccccc2c1=O)N[C@H](C(=O)O)c1ccccc1,.,.,-2,2,1.4,-10,-0.1,2
COc1ccc([C@@H]2CC=C(C(=O)O)[C@H](c3ccc(Cl)cc3)N2S(=O)(=O)c2ccc(Cl)cc2)cc1,-1,-1,-7,-3,0.0,-8,-0.1,5
CCCCCCCCCCCC(=O)NC(C(=O)O)C(O)c1ccccc1 (configuration not stated),20,-4,-4,-1,.,-13,0.5,-4

# Remaining list, next part
SMILES,ERAP1 inh,RAD54 branch,esBAF inh,S100A4 inh HTS,E-sel inducer,RAD52 anneal inh,Xi reactivation,ERp5 inh
CCCS(=O)(=O)NC(=O)C1(C)CCN(C(=O)COc2ccc(Cl)cc2Cl)C1 (configuration not stated),0,-7,-3,-2,0.2,-15,-0.1,-9
C[C@@H]1CCCCO[C@@H](CN(C)S(=O)(=O)c2ccccc2)[C@H](C)CN([C@@H](C)CO)C(=O)c2cc(NC(=O)C3CCCCC3)ccc2O1,-1,2,0,5,-0.1,-19,0.2,3
COc1cc(CNC(=O)CCCC/C=C/C(C)C)ccc1O,-1,-11,5,-3,0.7,-7,0.2,4
CC(=NOC(=O)c1ccc(Cl)cc1)c1nccs1,-1,3,1,-3,0.8,-1,0.2,-6
COCC(=O)N(C)C[C@H]1[C@H](c2ccccc2)[C@@H](CO)N1C(=O)NC(C)C,2,0,-6,-2,0.1,-4,0.1,4
COc1ccccc1C#Cc1cnc2c(c1)C(=O)N([C@@H](C)CO)C[C@@H](C)[C@@H](CN(C)C)O2,1,6,2,4,0.6,20,1.2,18
OCCC1CN(CCCc2ccccc2)CCN1Cc1ccc(F)cc1 (configuration not stated),-1,-9,-4,5,.,-6,0.0,-1
CC(C)CCSc1nc2c(c(=O)[nH]c(=O)n2C)n1CCCc1ccccc1,4,-3,0,-2,0.4,-7,0.0,-4
CCNC(=O)Nc1ccc2c(c1)C(=O)N(C)[C@H]1CC[C@@H](CC(=O)NCc3ccc(F)cc3)O[C@H]1CO2,0,10,1,1,0.0,2,0.3,-2
C[C@@H]1CCCCO[C@@H](CN(C)Cc2ccc3c(c2)OCO3)[C@H](C)CN([C@@H](C)CO)C(=O)c2cc(NC(=O)c3ccncc3)ccc2O1,3,3,-3,2,0.1,4,0.3,-9
CO[C@@H]1CN(C)C(=O)c2ccc(NS(=O)(=O)c3ccc(C)cc3)cc2OC[C@H](C)NC[C@@H]1C,-1,-2,0,10,-0.1,-8,0.2,2
COc1cccc(-c2cnc3c(c2)C(=O)N([C@H](C)CO)C[C@H](C)[C@@H](CN(C)C(=O)CN(C)C)O3)c1,-5,-2,1,-5,0.0,14,-0.3,2
CC(C)(O)C#Cc1ccc([C@@H]2[C@@H](CO)N3CCCCN(S(C)(=O)=O)C[C@@H]23)cc1,.,7,0,.,-0.3,.,0.0,.
Cc1cccc(NC(=S)NC23CN4CN(CN(C4)C2)C3)c1C,-2,.,.,-1,.,-12,0.0,1
CS(=O)(=O)N(CC(=O)NCC1CCCO1)c1ccc(Cl)c(Cl)c1 (configuration not stated),-2,4,-3,-6,.,12,.,0
Cc1cc2nc(C(F)(F)F)cc(-c3cccs3)n2n1,-4,.,.,-29,0.1,-4,0.4,-6
